# KDM5B inh: blocks human KDM5B histone demethylase activity; Q9UGL1; actives 2.6% (n = 220,000); AID 1347165; KDM5B demethylase, FDH-coupled NADH fluorescence (FDH is formaldehyde dehydrogenase); Potency, µM (doses to about 57.7 µM), for inactives: at the top dose activity change, negative = inhibition, usual class: inhibitors; active = well fitted inhibition curve with a large enough effect; inconclusive = small, poorly fitted or top-dose-only effect; inactive = no such curve, though single readings can be large or run the other way; also: 0% is about no effect; nearly all actives have a fitted effect of over 70% in size
# Target sequence (Q9UGL1 whole entry, looked up): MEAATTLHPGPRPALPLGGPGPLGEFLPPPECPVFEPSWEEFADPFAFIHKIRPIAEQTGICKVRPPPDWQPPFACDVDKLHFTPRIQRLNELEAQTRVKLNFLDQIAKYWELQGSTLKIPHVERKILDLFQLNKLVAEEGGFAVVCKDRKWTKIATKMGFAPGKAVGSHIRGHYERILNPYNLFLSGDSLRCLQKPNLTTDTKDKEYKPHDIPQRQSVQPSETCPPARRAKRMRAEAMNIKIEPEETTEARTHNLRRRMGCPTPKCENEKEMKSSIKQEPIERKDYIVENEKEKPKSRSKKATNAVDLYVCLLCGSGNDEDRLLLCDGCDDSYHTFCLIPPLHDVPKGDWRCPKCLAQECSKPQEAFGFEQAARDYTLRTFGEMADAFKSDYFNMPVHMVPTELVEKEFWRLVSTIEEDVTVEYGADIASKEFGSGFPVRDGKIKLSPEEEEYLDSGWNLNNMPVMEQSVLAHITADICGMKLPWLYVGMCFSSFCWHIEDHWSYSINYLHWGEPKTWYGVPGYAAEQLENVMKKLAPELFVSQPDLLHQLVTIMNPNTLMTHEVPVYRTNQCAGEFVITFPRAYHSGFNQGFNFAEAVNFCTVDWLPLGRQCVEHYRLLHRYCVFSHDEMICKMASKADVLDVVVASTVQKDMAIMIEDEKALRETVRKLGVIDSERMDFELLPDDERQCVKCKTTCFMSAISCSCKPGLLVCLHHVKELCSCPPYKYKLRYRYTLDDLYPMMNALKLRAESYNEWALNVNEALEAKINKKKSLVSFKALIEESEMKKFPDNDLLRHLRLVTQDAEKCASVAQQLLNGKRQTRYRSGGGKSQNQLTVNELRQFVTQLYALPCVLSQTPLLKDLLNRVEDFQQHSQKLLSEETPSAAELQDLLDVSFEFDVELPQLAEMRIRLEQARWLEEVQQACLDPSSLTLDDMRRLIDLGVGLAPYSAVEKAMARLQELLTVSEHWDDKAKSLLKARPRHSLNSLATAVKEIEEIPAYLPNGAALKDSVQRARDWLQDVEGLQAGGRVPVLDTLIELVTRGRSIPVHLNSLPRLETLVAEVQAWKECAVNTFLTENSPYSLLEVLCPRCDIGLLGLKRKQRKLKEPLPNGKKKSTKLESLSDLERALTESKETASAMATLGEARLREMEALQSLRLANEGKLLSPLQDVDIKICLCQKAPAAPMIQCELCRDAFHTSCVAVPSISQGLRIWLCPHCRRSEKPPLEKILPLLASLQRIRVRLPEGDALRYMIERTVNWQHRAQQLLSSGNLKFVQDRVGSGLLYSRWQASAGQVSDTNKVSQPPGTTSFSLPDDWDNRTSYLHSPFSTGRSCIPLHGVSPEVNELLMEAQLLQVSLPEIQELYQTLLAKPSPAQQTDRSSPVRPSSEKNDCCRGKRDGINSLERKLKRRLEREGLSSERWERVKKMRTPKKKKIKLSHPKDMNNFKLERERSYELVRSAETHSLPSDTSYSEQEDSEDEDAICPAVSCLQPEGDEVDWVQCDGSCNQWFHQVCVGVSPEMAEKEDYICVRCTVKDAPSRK
#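 Measured: NADH fluorescence change, 30 min, RT. System: KDM5BΔAP 200 nM final, H3K4me3 peptide, α-KG, Fe(II), ascorbate, NAD⁺ plus FDH, pH 7.5 HEPES. Compounds: titrated, 10 min pre-incubation with enzyme.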
# * marks the source's active call; other numbers are inactive results; i = inactive; ? = inconclusive; & = joins results of further samples; [ ] = another dose, or the depositor's remark. Potency is read from the fitted curve at half-maximal effect. Only part of the results is shown; rates above refer to the full screens.
SMILES,KDM5B inh
CC(C)c1ccc(NC(=O)c2ccc(CN3C(=O)NC4(CCOCC4)C3=O)cc2)cc1,-15%
CC(C)Cn1nc(C(=O)N2CCC(n3c(=O)[nH]c4ccccc43)CC2)c2ccccc2c1=O,23%
O=S(=O)(c1ccc(F)cc1)N1CCC(n2cnnc2C2CC2)CC1,28%
COc1ccc(CN2C(=O)COC[C@H]2C(=O)N2CCSCC2)c(OC)c1,?
O=C(CCn1cccn1)N1CC(F)(F)C[C@H]1c1nc(C2CC2)no1,9%
CC(C)Cn1c(SCC(=O)NC(c2ccc(F)cc2)C(C)C)nc2ncccc2c1=O (stereo not given),-13%
COc1ccc(OCc2ccc(-c3nc(C#N)c(NCc4ccc(F)cc4)o3)o2)cc1,?
CNC(=O)C1CCN(C(=O)N2CC3CC(C2)[C@H]2CCCC(=O)N2C3)CC1 (stereo not given in full),-19%
COCCCNc1ccnc(-c2nnc(C)n2-c2ccccc2)c1,-31%[86.2 µM]
O=C1C[C@@H]2CCN(C(=O)Nc3ccc(OC(F)(F)F)cc3)C[C@@H]2CCN1CCN1CCNC1=O,?
CN(Cc1ccccc1)c1ncccc1CNC1CCSCC1,?
COCC(=O)N1CCC2(CC1)OC(=O)N(Cc1ccc(O)cc1)C2(C)c1ccccc1 (stereo not given),?
COc1ccc(OC)c(-c2noc(N3CCN(c4ccc(Cl)cc4)CC3)n2)c1,?
CO[C@@H]1CCOC[C@H]1NS(=O)(=O)c1ccc(S(C)(=O)=O)cc1,?
O=C(Nc1ccc(F)cc1)C1CC(=O)N(c2n[nH]c3cccc(F)c23)C1 (stereo not given),?
CCN1CCN(C(=O)/C=C/c2ccc(F)cc2)CC1,-6%
O=C(c1ccco1)N1CCCC1c1nc(C2CCOCC2)no1 (stereo not given),-20%
Cc1oc2cc(OCC(=O)NC(C)C)ccc2c(=O)c1-c1ccc(Cl)cc1,0%
CCCNc1ccc2nnc(CC)n2n1,?
Cc1cc(F)ccc1NC(=O)C(C(C)C)N1Cc2ccccc2C1=O (stereo not given),10%
O=C(c1ccc2[nH]ccc2c1)N1CCC(Cn2cc(C3CCCC3)nn2)CC1,4%
O=C(CNc1ccc(C(F)(F)F)cc1)Nc1cccc(F)c1,-19%
CCOC(=O)C1=C(CN2CCN(c3ccccc3OC)CC2)NC(=O)NC1c1ccccc1 (stereo not given),-21%
Cn1c(=O)c2c(nc(SCCCc3ccccc3)n2Cc2ccccc2)n(C)c1=O,1%
Cc1nc2ccccc2nc1SC(C)C(=O)N(C)C (stereo not given),-17%

# Arranged by SMILES length (smallest number first): some entries from above
SMILES,KDM5B inh
CN(Cc1ccccc1)c1ncccc1CNC1CCSCC1,?
COCCCNc1ccnc(-c2nnc(C)n2-c2ccccc2)c1,-31%[86.2 µM]
O=C(Nc1ccc(F)cc1)C1CC(=O)N(c2n[nH]c3cccc(F)c23)C1 (stereo not given),?
CC(C)Cn1nc(C(=O)N2CCC(n3c(=O)[nH]c4ccccc43)CC2)c2ccccc2c1=O,23%

# Further compounds follow:
SMILES,KDM5B inh
CCOc1ccc(CC(=O)N2CCC(n3cc(-c4nc(C(C)C)no4)nn3)C2)cc1 (stereo not given),-6%
CCOCCCNc1nc2c(c(=O)n(C)c(=O)n2C)n1Cc1ccc(Cl)c(Cl)c1,19%
N#CC1(C(=O)Nc2ccc(C(=O)Nc3ccccc3)cc2)CCCC1,22%
Cc1ccc2nc(CO[C@H]3CN(Cc4cnn(C)c4)C[C@H]3F)[nH]c2c1,-5%[86.2 µM]
COc1ccccc1CN1COc2ccc3c(C)cc(=O)oc3c2C1,i
Cc1ccccc1Nc1nc(-c2cccnc2)nc2ccccc12,-5%
CCOC(=O)c1scc(-c2ccccc2)c1S(=O)(=O)N1CCN(c2ccc(Cl)cc2)CC1,-13%
COC(=O)C1(NC(=O)c2ccc(Cl)c(Cl)c2)CCCCC1,-11%
Cc1ccc(C2=NC3(CCN(C(=O)COc4cccc(C)c4)CC3)ON2)cc1,-5%
CN(CCOc1ccc(F)cc1)c1nc(-c2cccnc2)nc2ccccc12,2%
O=C(NC(=S)NCc1ccccc1)c1ccc(Br)cc1,-1%
CCCCCn1nc(C(=O)OCC(=O)NCC(F)(F)F)c2ccccc2c1=O,-5%
CCn1c(C(=O)O)c(CC(=O)N(C)c2ccc(OC)cc2OC)c2ccccc21,?
COc1ccc(CC(=O)N2Cc3ccccc3CC23CCCN([S+](C)(=O)[O-])C3)cc1 (stereo not given),18%[115 µM]
C=CCCC(CN1CCCC1)Oc1cc(N2CCOCC2)ncn1 (stereo not given),-10%
COc1ccccc1OC(C)(C)C(=O)N1CC(C)(C)[C@@](C)(O)C1,3%
COc1ccc2[nH]c3c(c2c1)CCNC31CCN(Cc2scnc2C)CC1,?
COc1cccc(C(=O)NCc2ccccc2)c1,2%
O=C(Nc1c(NC2CCCC2)c2ccccc2oc1=O)c1cccc(Cl)c1,16%
COCCc1noc([C@@H]2CN(C(=O)CC3=CCCCC3)C[C@H]2CO)n1,13%
CCCCc1ccc(NC(=O)c2cc3c(s2)CCCC3)cc1,0%
N#Cc1ccc2nc(CO[C@H]3CN(C(=O)c4cccnc4)C[C@H]3F)[nH]c2c1,29%[86.2 µM]
CC(NC(=O)c1cccs1)c1ccc(Br)cc1 (stereo not given),?
CC(=O)Nc1cc(-c2cc(C(=O)NCc3cccnc3)c3c(c2)N(C)CCO3)ccn1,?
CCOc1ccc(NC(=O)Cn2c(C)cc3nc4n(c(=O)c32)CCC4)cc1,21%

# The final 4 records of the section above open the next one:
SMILES,KDM5B inh
N#Cc1ccc2nc(CO[C@H]3CN(C(=O)c4cccnc4)C[C@H]3F)[nH]c2c1,29%[86.2 µM]
CC(NC(=O)c1cccs1)c1ccc(Br)cc1 (stereo not given),?
CC(=O)Nc1cc(-c2cc(C(=O)NCc3cccnc3)c3c(c2)N(C)CCO3)ccn1,?
CCOc1ccc(NC(=O)Cn2c(C)cc3nc4n(c(=O)c32)CCC4)cc1,21%
O=C(Cc1cccc(F)c1)N1CCCN(c2cc(-c3ccc(Cl)cc3)[nH]n2)CC1,?
O=C(Nc1ccc2ncnc(N3CCCCC3)c2c1)C1CCCCC1,-23%
COc1cccc(C(=O)N2CCC(C(=O)c3ccc4c(c3)OCCO4)CC2)c1OC,60%[activator]
CCC(C)Oc1ccccc1CN1CCC(CO)(CN2CCCC2)CC1 (stereo not given),20%
CCOC(=O)C1=C(C)NC(=O)CC1c1ccccc1F (stereo not given),3%
COC(=O)c1c(NC(=O)CN2CCN(C(=O)C3CCCO3)CC2)sc2c1CCC2 (stereo not given),-13%
O=[S+]1([O-])NC2(CCCN(Cc3ccc(F)cc3)C2)CNc2ccccc21 (stereo not given),14%
Cc1cccn2c(=O)c3cc(C(=O)NCC(C)C)sc3nc12,?
CN(CC(=O)N1CCN(CC(=O)NC(C)(C)C)CC1)c1nc(C(F)(F)F)nc2ccccc12,19%
Cc1cc(C)c(NC(=O)CSc2nnnn2-c2cccnc2)c(C)c1,-23%
C=CCC(C)(NCc1ccccc1)c1cccs1 (stereo not given),-8%
CCOc1ccccc1C(=O)NCC(=O)N1CCN(c2ccccn2)CC1,28µM*
Cc1ccc(C(=O)N2CCN(C34CC5CC(CC(C5)C3)C4)CC2)o1,-14%
CC(=O)c1ccc(N2CCN(c3ccc4cc(S(=O)(=O)N5CCC(C)CC5)ccc4n3)CC2)cc1,-8%
O=C(Cn1c(=O)n(-c2ccccc2)c(=O)c2c3c(sc21)CCC3)c1ccc(Br)cc1,-22%
COc1cccc(Cn2nnc3c(=O)[nH]c(C4CCN(C(=O)c5ccccc5)CC4)nc32)c1,-2%
CN(CC(=O)NC(C)(C)C)C(=O)c1cc2ccccc2oc1=O,-19%
CC(C)c1nc2c(c(-c3ccc(Cl)cc3)n1)CN([S+](=O)([O-])c1cccc(C(F)(F)F)c1)CC2,-4%
O=C(COC(=O)c1ccc(F)c([N+](=O)[O-])c1)Nc1ccc2c(c1)OC1(CCCCC1)O2,5%
CCOC(=O)N1CCN(c2nc3ccccc3nc2C(C#N)C(=O)NC2CCCCC2)CC1 (stereo not given),12%
Cc1cc(C(F)(F)F)nn1CCNC(=O)c1csc(-c2cccs2)n1,?
Cc1cccc(CSc2nc3c(sc4ccccc43)c(=O)n2CCC(=O)NC(C)C)c1,?
CCN1CCN(CCOc2ccc3c(=O)c(-c4ccc(Cl)cc4)c(C)oc3c2)CC1,-16%
COc1cccc(-c2ccnc(-c3nnc(C)n3C3CCCCC3)c2)c1,-18%[86.2 µM]
COc1cccc(-c2ncc(CNC(=O)[C@H]3CC[C@@H](N)C3)s2)c1,25µM*
SMILES,KDM5B inh
COc1ccc(C(=O)N2CCn3c(nn(-c4ccncc4)c3=O)C2)cc1,15%
CCOc1ccc(C2CCCN2Cc2cc(=O)oc3cc(C)ccc23)cc1 (stereo not given),-17%
CCOc1ccc(NC(=O)Cn2cc(C(=O)c3ccc(F)cc3)c(=O)c3cc4c(cc32)OCO4)cc1,-36%
CO[C@H]1C(=O)N(C(C)C)[C@H]1C1CCN(S(=O)(=O)c2ccc3c(c2)OCCO3)CC1,-13%
CCOc1cc2ccccc2cc1C(=O)O,?
COCCn1c(SCCO)nc2c1c(=O)[nH]c(=O)n2C,12%
Cc1cc(CN(C)C(=O)C2CCCN(C3CCN(Cc4ccncc4)CC3)C2)n[nH]1 (stereo not given),?
O=C(c1n[nH]c2ccccc12)N1CCCC1c1nc(CCOCC2CCOCC2)no1 (stereo not given),-25%
C=CCN1CCN(CC(=O)N(C)C)CC1,-22%
Cc1ccc2oc(=O)c(S(=O)(=O)c3ccc(F)cc3)cc2c1,?
CC(NC(=O)c1ccc(F)cc1)c1nc2ccccc2[nH]1 (stereo not given),-11%
CCOC(=O)c1oc2cc(OCc3cccc(OC)c3)ccc2c(=O)c1-c1ccc(OC)cc1,-3%
O=C1CC2(CCN(C(=O)c3ccc(Cl)cc3)C2)Nc2ccccc2N1 (stereo not given),-8%[115 µM]
COc1ccc(CN(C)c2nn3c(=O)cc(C)nc3s2)cc1OC,-8%
CCNc1c(NC(=O)Nc2ccc(OC)cc2)c(=O)oc2ccccc12,-17%
Cc1c(C(N)=O)[n+](=O)c2ccccc2n1[O-],1%
Cc1ccc(NC(=O)CCNC(=O)c2ccccc2)cc1S(=O)(=O)N1CCCCC1,15%
Brc1ccc(C2=Nn3c(nnc3-c3ccc4c(c3)OCO4)SC2)cc1,17%
CCOc1ccc(S(=O)(=O)N2CCN(C3(CC)CCN(C(=O)NC)C3)CC2)cc1 (stereo not given),-8%
C[C@@H]1CN(C(=O)c2csc(CN(C)C)n2)C[C@@]1(O)C1CCC1,20%
COc1cccc(CN2CCCC3(CCN(Cc4ccccc4)C3)C2=O)c1OC (stereo not given),12%
Cc1ccc(CN2CCc3nc(N4CCN(C)CC4)[nH]c(=O)c3CC2)c(C)c1,17%
CCc1ccc2nc(-c3ccc(C)cc3C)cc(C(=O)O)c2c1,-18%
CCOCc1nc(C2CCCN(C(=O)c3ccccc3C)C2)no1 (stereo not given),5%
OC(c1ccccc1)c1nc2ccccc2n1Cc1c(F)cccc1Cl (stereo not given),-15%
SMILES,KDM5B inh
Cc1ccc2oc(=O)c(-c3nc(-c4cccs4)no3)cc2c1,8%&-25%
CCCC(=O)N1CCN(c2nc3ccc(F)cc3s2)CC1,-20%
O=S1(=O)CC=C(CBr)C1,-4%
CCOC(=O)c1cccc(NC(=O)C2=Cc3ccccc3OC=C2)c1,15%
O=C1NC(=NC2CCCCC2)C2(CCCN(CC3CCCCC3)C2)N1c1cc(F)cc(F)c1 (stereo not given),-10%[115 µM]
O=C(Nc1ccc2c(c1)CCC2)C1(c2ccc(F)cc2)CCC1,-12%
COc1cccc(-c2noc(CN(C)S(=O)(=O)c3ccc(C)cc3)n2)c1,-15%
CCc1ccc(Nc2nc3ccccc3nc2NS(=O)(=O)c2ccccc2)cc1,?
CCn1cc(S(=O)(=O)N2C[C@@H](Oc3cccnc3)C[C@H]2C(=O)NCCOC)cn1,-13%
Cc1ccc(OCc2cc(=O)n3oc(C)cc3n2)c(NC(=O)COc2cccc(C(F)(F)F)c2)c1,20%
CCOc1ccc(CCNC(=O)c2ccc3c(Cl)c4c(nc3c2)CCCC4)cc1,-36%
CCCNc1c(NC(=O)COc2ccc(C)cc2)c(=O)oc2ccccc12,7%
Cc1cccc(-c2noc([C@@H]3Cc4nc[nH]c4CN3Cc3cccc(C#N)c3)n2)c1,?
CC(C(=O)Nc1ccc(F)cc1F)N1CCN(c2ccc([N+](=O)[O-])c3cnccc23)CC1 (stereo not given),-4%
COc1ccccc1NC(=O)Cn1c(SCC(=O)N(C)c2ccccc2)nc2ccccc21,-19%
O=C(NCCc1cccc(F)c1)C1CC(=O)N(c2n[nH]c3ccccc23)C1 (stereo not given),22µM*
O=C(O)CCC(=O)OCCCc1ccccc1,13%

# Reprinted at random: three compounds from above.
SMILES,KDM5B inh
CCOCCCNc1nc2c(c(=O)n(C)c(=O)n2C)n1Cc1ccc(Cl)c(Cl)c1,19%
CCc1ccc(Nc2nc3ccccc3nc2NS(=O)(=O)c2ccccc2)cc1,?
CCOc1cc2ccccc2cc1C(=O)O,?

# Structures listed so far printed as active in KDM5B inh.
SMILES,KDM5B inh
CCOc1ccccc1C(=O)NCC(=O)N1CCN(c2ccccn2)CC1,28µM*
COc1cccc(-c2ncc(CNC(=O)[C@H]3CC[C@@H](N)C3)s2)c1,25µM*
O=C(NCCc1cccc(F)c1)C1CC(=O)N(c2n[nH]c3ccccc23)C1 (stereo not given),22µM*
